LYPLA1 counter: counter-screen for PME1 inhibitors: inhibitors of human LYPLA1. O75608. recombinant LYPLA1, FP-Rh probe fluorescence polarization. inhibition, % at 5.9 µM. 320,000 tested, 0.16% active;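 active = inhibition above the mean of all tested compounds plus 3 SD, set per campaign, cut at about 14% in these data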;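 also: inhibitors block serine hydrolase probe labeling of LYPLA1 so polarization falls; 0% = enzyme with DMSO and 100% = wells lacking LYPLA1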
Target sequence (O75608 whole entry, looked up): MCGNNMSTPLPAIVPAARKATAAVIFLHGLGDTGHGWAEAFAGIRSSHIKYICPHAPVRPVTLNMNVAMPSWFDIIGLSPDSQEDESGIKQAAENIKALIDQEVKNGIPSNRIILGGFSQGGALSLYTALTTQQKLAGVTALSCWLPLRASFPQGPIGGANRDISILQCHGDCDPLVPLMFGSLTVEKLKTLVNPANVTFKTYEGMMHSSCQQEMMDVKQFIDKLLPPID
GSTO1 counter: counter-screen for RBBP9 inhibitors: inhibitors of human GSTO1 | inhibition, % at 5.96 µM | recombinant GSTO1, activity-based probe fluorescence polarization | P78417 | 300,000 tested, 1.1% active;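 active = inhibition above the campaign mean inhibition plus 3 SD, cut at about 35% in these data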;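 also: 0% = GSTO1-1 with DMSO and 100% = wells lacking GSTO1-1 enzyme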
Target sequence (P78417 whole entry, looked up): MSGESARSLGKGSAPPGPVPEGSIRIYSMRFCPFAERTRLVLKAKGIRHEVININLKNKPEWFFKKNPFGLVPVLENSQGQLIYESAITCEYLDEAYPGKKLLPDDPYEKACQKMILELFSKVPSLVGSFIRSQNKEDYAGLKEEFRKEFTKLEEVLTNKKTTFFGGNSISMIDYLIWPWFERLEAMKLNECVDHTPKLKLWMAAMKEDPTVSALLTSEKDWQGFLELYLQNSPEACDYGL
PREPL inh: inhibits the human prolyl oligopeptidase-like enzyme | Q4J6C6 | recombinant PREPL, fluorescence polarization activity-based probe | inhibition, % at 5.96 µM | 320,000 tested, 0.68% active | AID 2751; in the data active = inhibition above about 43%;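 also: 0% = enzyme with DMSO and 100% = wells lacking enzyme; many of its hits are not listed in these tables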
PAFAH1B3 inh: inhibitors of human PAFAH1B3. Q15102. recombinant PAFAH1B3, FP-rhodamine probe, fluorescence polarization. inhibition, % at 3.39 µM. 340,000 tested, 0.28% active. AID 492972;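 active = inhibition above the screen-wide average of all tested compounds plus 3 SD, cut at about 25% in these data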;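 also: 0% = enzyme with DMSO only and 100% = wells lacking PAFAH1B3 protein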
Target sequence (Q15102 whole entry, looked up): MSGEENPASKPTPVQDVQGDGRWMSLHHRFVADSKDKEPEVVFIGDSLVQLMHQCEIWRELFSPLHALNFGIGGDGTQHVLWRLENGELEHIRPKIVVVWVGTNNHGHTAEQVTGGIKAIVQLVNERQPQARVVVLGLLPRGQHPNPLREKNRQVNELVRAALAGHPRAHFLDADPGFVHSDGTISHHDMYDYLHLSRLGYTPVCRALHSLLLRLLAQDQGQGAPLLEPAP
LYPLA2 inh: LYPLA2 (human) inhibition in PME1 counter-screen; recombinant LYPLA2, FP-Rh probe fluorescence polarization; inhibition, % at 5.9 µM; 320,000 tested, 0.38% active;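 active = inhibition above the screen-wide mean plus 3 SD, limit set per campaign, cut at about 26% in these data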;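 also: 0% = LYPLA2 with DMSO and 100% = wells lacking LYPLA2 enzyme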
Target sequence (O95372 whole entry, looked up): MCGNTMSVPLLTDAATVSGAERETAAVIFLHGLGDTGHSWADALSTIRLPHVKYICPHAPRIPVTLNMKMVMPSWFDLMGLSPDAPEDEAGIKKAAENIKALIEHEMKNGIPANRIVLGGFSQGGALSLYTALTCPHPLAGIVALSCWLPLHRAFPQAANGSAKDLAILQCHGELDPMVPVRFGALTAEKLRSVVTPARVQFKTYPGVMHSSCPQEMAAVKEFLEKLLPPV
pPAFAH FP inh: pPAFAH (human) enzyme inhibition; recombinant pPAFAH, FP-rhodamine probe fluorescence polarization; inhibition, % at 3.39 µM; 330,000 tested, 1.5% active; AID 463082;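 active = inhibition above the mean inhibition across the screen plus 3 SD, cut at about 25% in these data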;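 also: inhibitors block binding of the rhodamine activity-based probe so polarization drops; 0% = enzyme with DMSO and 100% = wells lacking pPAFAH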
PAD4 inh: PAD4 (human) enzyme inhibition; recombinant PAD4, RCA probe fluorescence polarization; inhibition, % at 6.36 µM; 330,000 tested, 0.41% active; AID 485272;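 active = percent inhibition above a cutoff equal to the mean of all tested compounds plus 3 SD, cut at about 15% in these data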;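 also: 0% = PAD4 with RCA probe and DMSO and 100% = probe without PAD4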
PAFAH1B2 FP inh: PAFAH1B2 (human) inhibition; AID 492953; inhibition, % at 3.39 µM; 340,000 tested, 1.2% active; recombinant PAFAH1B2, FP-rhodamine activity probe, fluorescence polarization;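 active = inhibition above the mean of all tested compounds plus 3 SD, cut at about 24% in these data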;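 also: 0% = enzyme with DMSO and 100% = wells lacking PAFAH1B2; many of its hits are not listed in these tables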
PAFAH2 FP inh: inhibitors of human PAFAH2; Q99487; inhibition, % at 3.39 µM; 340,000 tested, 0.99% active; recombinant PAFAH2, FP-rhodamine activity probe, fluorescence polarization;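 active = inhibition above the mean over all tested compounds plus 3 SD, cut at about 30% in these data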;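 also: inhibitors block probe labeling of enzyme so polarization drops; 0% = enzyme with DMSO and 100% = wells lacking PAFAH2 protein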
The depositor's hits bear a star; / = not tested or not shown.

Second line of a record – LYPLA1 counter, GSTO1 counter, PREPL inh, PAFAH1B3 inh, LYPLA2 inh, pPAFAH FP inh, PAD4 inh, PAFAH1B2 FP inh, PAFAH2 FP inh
Cc1ccc(OC(=O)CCNC(=O)c2ccccc2Cl)c(Br)c1
 : 2, -5, 14, 4, 3, 3, -3, -1, 11
COc1ccccc1-c1nnc(SCC(=O)Nc2cc(C)on2)o1
 : 3, 8, 1, 0, 10, -1, -4, 2, -2
CC(C)(C)NC[C@H](O)COc1cccc2c1CCCC2=O
 : -4, 3, -11, 7, -3, 1, -4, -3, 12
Nc1[nH]c(=O)[nH]c(=O)c1N=Nc1ccccc1Cl
 : 1, 5, 7, 1, 5, 4, 2, 4, 1
CCCn1c(=O)c(C(=O)Nc2ccccc2C(=O)OCC)c(O)c2ccccc21
 : -5, 14, -1, 3, -1, 0, 1, 4, -3
Cc1nn(CC(=O)N2CCN(c3ccccc3)CC2)c(=O)c2cccn12
 : 1, 2, 3, 3, 8, 0, -3, 5, 1
CCN(CCn1cccn1)Cc1cn[nH]c1-c1cccc2ccccc12
 : 3, 6, 36, -2, 6, 0, 2, -1, 8
O=C(CCCOc1ccccc1)NCc1ccco1
 : -2, 11, 16, 4, 9, 1, 2, 0, -2
O=S(=O)(Nc1ccc2ccccc2n1)c1ccccc1Cl
 : 0, 0, -5, 8, 2, -2, 2, -1, 1
O=C(Nc1ccc(Cl)cc1)Nc1nnc(CSc2ccc(Cl)cc2)s1
 : -5, -5, 5, -8, -10, -5, -1, -7, -38
Cc1oc(CC(C)C)c(CN)c1C(=O)O
 : 1, 1, 10, 14, 2, 2, -7, 2, 6
COc1ccc(C)cc1NC(=O)COC(=O)C1CCN(C(=O)c2ccc(Cl)cc2)CC1
 : -2, 1, 7, 3, 5, 13, -2, -6, 8
C[C@]12c3[nH]c4ccc(Cl)cc4c3CCN1C(=O)[C@@H](CC(=O)NCC13CC4CC(CC(C4)C1)C3)C[C@@H]2C(=O)N1CCCCC1
 : /, /, /, -3, /, 4, 3, 7, -6
CC[C@@H](C)[C@@H]1CN([C@@H](CN2CCC[C@H]2CN2C(N)=NC[C@@H]2Cc2ccccc2)C(C)C)C(=N)N1CCCC1CCCC1
 : /, /, 56*, 10, /, 4, -1, 4, 1
Cc1ccc(S(=O)(=O)C2(C(=O)NC3CCCC3)CC2)cc1
 : 0, 5, 3, 8, 2, 0, 1, 1, -1
O=C(O)c1cccc(NC(=O)c2cn(-c3ccccc3)nc2-c2ccc(F)cc2)c1
 : -3, -12, 6, 3, -10, -4, -1, 2, -4
CC(=O)N1CCCC(C(=O)c2ccc(Oc3ccccc3)cc2)C1 (stereo unspecified)
 : 3, 0, 3, 4, 1, 2, -5, 3, 0
COc1ccc(Br)cc1S(=O)(=O)N1CCN=C1C
 : 0, -9, 22, 10, 3, 0, -2, 5, 1
Cc1cc(C)nc(SCc2cn3c(C)cc(C)nc3n2)n1
 : -1, -11, -4, -2, 5, -6, -1, 2, 0
COc1ccc(C(=O)C2CCCN(Cc3c(C)[nH]c4ccccc34)C2)c(OC)c1 (stereo unspecified)
 : 4, 9, -1, /, 4, 4, -4, /, /
Cc1ccc(C(=O)COC(=O)c2cccs2)cc1
 : 3, 6, 1, 9, 4, 2, 2, 2, 30*
COC(=O)[C@@H](NC(=O)NCc1ccc(F)cc1)C(C)C
 : -3, 10, 4, 0, 0, -1, 2, 0, 2
CN(C)C(=O)NC1C=CS(=O)(=O)C1 (stereo unspecified)
 : 3, -5, 6, 0, 7, -4, -3, -2, 0
O=C(Cn1c(=S)nc2ccccn21)N1CCc2ccccc2C1
 : 2, 1, 2, 7, -2, 3, -5, 2, 5
Cc1ccccc1-c1cc(C(=O)NCc2ccc(OC(F)(F)F)cc2)nn1CC1CC(c2cccc([N+](=O)[O-])c2)=NO1 (stereo unspecified)
 : /, /, 19, 3, /, 11, 3, 0, -7
Cn1c(SCC(=O)Nc2ccc(Cl)cc2)nnc1C1CC1
 : -4, 1, -13, 3, -4, 7, -7, -1, 0
CCC(C)c1ccc(NC(=O)NCc2cccnc2)cc1 (stereo unspecified)
 : -3, -1, 7, 3, 2, -2, 1, 2, -5
COc1ccc(OCC(=O)N2CCN(C(=O)Cc3ccccc3)CC2)cc1
 : 2, 3, 6, 1, -4, -4, 0, 5, 0
O=C(/C=C/c1c(Cl)cccc1Cl)Nc1ccncc1
 : -21, -22, -20, 4, -10, -5, -3, -5, -3
CCOC(=O)C1CCN(C(=O)c2cc3cc(Br)ccc3oc2=O)CC1
 : -1, -2, 20, 9, 4, -3, -2, -3, 7
Cc1ccccc1CSc1ccc(-c2ccc3c(c2)OCO3)nn1
 : 1, -4, 2, -3, -1, 0, -1, 5, -10
CC1(C)CC(=O)C2=C(C1)N(c1ccccc1)C(=O)C2(O)C(F)(F)F (stereo unspecified)
 : 1, 5, 4, 12, -1, 10, -5, -1, 8
CCOc1ccc2[nH]cc(C(=O)NCc3ccccc3)c(=O)c2c1
 : -9, -7, -22, 8, -3, -5, -3, 4, 6
Cc1ccc(C(=O)OCC(=O)Nc2ccc(C(N)=O)cc2)s1
 : -2, /, 2, 5, -1, -1, 0, 6, 4
O=S(=O)(NCc1cccc(C(F)(F)F)c1)NCc1ccccc1F
 : 4, 3, 5, -10, 4, 8, -2, 2, -1
O=C1C(c2ccccc2)NC(=S)N1C1CCCCC1 (stereo unspecified)
 : 1, -1, -8, 4, 0, 0, -2, 36*, 2
O=C(COc1ccccc1Cl)NNC(=O)c1ccc2c(=O)n3c(nc2c1)CCC3
 : -1, /, 12, 4, -1, -4, 0, 4, 9
O=C1CCCN1c1ccc(S(=O)(=O)Oc2cccc(Cl)c2)cc1[N+](=O)[O-]
 : -5, 10, 6, 0, -4, 4, 1, 11, 6
CC1=C(C(=O)OCC2CCCCC2)C(c2ccc(F)cc2)NC(=O)N1 (stereo unspecified)
 : -3, -9, 0, 6, 1, -1, 3, 9, 2
CCc1ccc(/C=C(\Cl)c2nc3cc(Cl)ccc3c(=O)[nH]2)cc1
 : 2, 3, 7, -9, -2, 7, -1, 9, 0
Brc1ccc(-c2noc(CCc3ccccc3)n2)cc1
 : 8, 0, -13, 2, 1, 2, 2, 8, -2
O=C(O)c1ccc(/C=C/c2nc3sc4c(c3c(=O)[nH]2)CCC4)cc1
 : -2, 2, -4, 7, 2, 2, -6, 0, 4
Cc1nc2c(C(=O)N3CCCC3)cnn2c(C)c1Cc1c(F)cccc1Cl
 : 0, 8, 3, 7, -4, 5, -1, 2, -7
Cc1ccc(S(=O)(=O)N2CCN(S(=O)(=O)N3CCOCC3)CC2)cc1C
 : -1, 3, 3, 1, 0, -5, -4, -2, -4
c1ccc(-n2cc(CN3CCCC(CN4CCCC4)C3)c(-c3ccc4c(c3)OCO4)n2)cc1 (stereo unspecified)
 : 0, 5, 13, 1, 4, -3, -2, 5, 0
Cc1ccc(S(=O)(=O)NCCC(=O)OCC(=O)N(C)c2ccccc2)cc1
 : -1, 10, 4, -3, 4, 9, 1, 5, 1
C=C(C)C(COc1c2occc2cc2ccc(=O)oc12)OC(C)(C)C(O)COc1c2occc2cc2ccc(=O)oc12 (stereo unspecified)
 : /, /, 3, 7, /, 7, 0, 66*, 1
NC(=S)N=Nc1c(O)[nH]c2ccc(F)cc12
 : -5, 3, 14, 4, 1, -4, -2, -2, 2
CCOC(=O)c1c(NC(=O)CSc2nncn2C)sc(C)c1C
 : -1, 5, 11, 2, 2, -2, 0, 4, -2
COc1ccc(C2C(C#N)=C(N)Oc3cc4c(cc32)OCO4)cc1 (stereo unspecified)
 : 1, 3, 17, 5, -2, 4, 1, 6, 8
Cc1cc(NCCCOC(C)C)n2c(nc3ccccc32)c1C#N
 : -1, 1, 17, 4, -2, 7, 0, 2, -2
CCOC(=O)C(C)c1c(C)[nH]c(=S)[nH]c1=O (stereo unspecified)
 : 3, 17, 12, 3, 2, -2, 7, 3, 5
COC(=O)C1=C(C)N(Cc2ccco2)C(=O)N[C@H]1c1cccc(C(F)(F)F)c1
 : 1, 4, -18, /, 3, 6, 5, /, /
O=C(c1cc2ccccc2oc1=O)N(Cc1ccccc1F)C1CCS(=O)(=O)C1 (stereo unspecified)
 : 1, 2, -4, 7, -1, 4, 1, 5, -5
CC1CCCC(NC(=O)COC(=O)CCSc2ccccc2)C1C (stereo unspecified)
 : 3, 0, 2, 1, 10, 12, 3, 12, 3
CCn1nnnc1SCC(=O)c1ccc(C)cc1
 : 0, 16, 1, 8, 7, 1, 3, 3, 9
COC(=O)[C@@]1(Cc2ccc(F)cc2)[C@H]2c3cc(C(=O)N4CCCC4)n(CCO)c3C[C@H]2CN1C(=O)c1ccccc1
 : -6, 4, 8, /, -2, 7, 3, /, /
COc1ccc(C)cc1NC(=O)CNCc1cccs1
 : 2, 2, -2, 4, 6, -2, -2, 1, -14
Cc1ccc(CNC(=O)COC(=O)c2ccc(S(=O)(=O)N3CCCC3)cc2)cc1
 : -2, -3, -10, 9, -1, 11, -1, -1, 3
CCc1ccc(CN(Cc2cccnc2)C(=O)/C=C/c2ccc(OC)cc2)cc1
 : -1, -1, 4, -5, 5, 9, -4, -8, 1

Later entries.
Second line of a record – LYPLA1 counter, GSTO1 counter, PREPL inh, PAFAH1B3 inh, LYPLA2 inh, pPAFAH FP inh, PAD4 inh, PAFAH1B2 FP inh, PAFAH2 FP inh
OCCC1CN(Cc2ccc(Oc3ncccn3)cc2)CCN1CCc1ccccc1 (stereo unspecified)
 : 5, 0, -1, 11, 0, 6, 0, 5, -8
CCOC(=O)C(C)Oc1cccc2c(=O)n(CC(=O)NCc3ccccc3)ccc12 (stereo unspecified)
 : -1, 11, 2, 0, -3, 10, -2, 2, 4
Cc1ccccc1CSCC(=O)N/N=C/c1cccs1
 : -2, -2, -26, 13, 7, 10, 5, 4, 12
Cc1noc(/C=C/N(C)C)c1S(=O)(=O)N1CCC(C(=O)Nc2ccc(Cl)cc2)CC1
 : -5, 2, 16, -1, -15, -9, -7, 5, -6
CCn1c(CNC(C)=O)nnc1SCC(=O)c1ccc(Br)cc1
 : 0, 14, 6, -6, -1, 3, -5, 1, 0
CC(C)N(Cc1nc(-c2ccccc2)no1)C(=O)c1ccc(Cl)cc1
 : -3, -4, -32, 9, -1, 2, -1, 8, 6

Screens deposited in PubChem BioAssay by The Scripps Research Institute Molecular Screening Center.

These rows are one share of the data. The share of hits here may be higher or lower than overall.
